Source: PubChem BioAssay
AmpC detergent: AmpC beta-lactamase inhibition with detergent present | AmpC hydrolysis of nitrocefin, absorbance 480 nm, 0.01% Triton | Potency, µM (series often up to 114 µM), for inactives: top-dose activity change, negative = inhibition, hits mostly inhibitors | 0.041% of 370,000 active | P00811;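 also: potency is read from the fitted curve at half-maximal effect; 0% = no-compound wells and -100% = no-enzyme wells; nearly all actives have a fitted effect of over 25% in size; some results filed as inactive show a strong effect at the top dose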
Target sequence (P00811 whole entry, looked up): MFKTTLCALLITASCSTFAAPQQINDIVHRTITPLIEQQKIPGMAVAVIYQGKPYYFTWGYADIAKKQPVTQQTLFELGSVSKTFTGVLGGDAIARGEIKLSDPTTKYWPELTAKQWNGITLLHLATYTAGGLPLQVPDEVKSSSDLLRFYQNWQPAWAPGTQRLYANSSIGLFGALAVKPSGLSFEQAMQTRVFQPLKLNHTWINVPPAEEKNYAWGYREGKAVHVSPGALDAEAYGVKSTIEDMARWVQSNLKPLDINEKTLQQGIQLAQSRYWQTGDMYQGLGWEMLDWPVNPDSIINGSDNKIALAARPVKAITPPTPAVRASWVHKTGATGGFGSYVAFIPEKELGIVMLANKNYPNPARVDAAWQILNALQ
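20 mM phosphate pH 7.0 + 0.01% (detergent screen) or 0.0001% Triton X-100; 5.3 nM AmpC reagent; cpd preinc 15 min RT; nitrocefin (800 uM stock) to start; A480 q20 s × 4 min; Activity was normalised to no-enzyme and no-compound control wells.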
LmPK inhibitor: inhibitors of Leishmania mexicana pyruvate kinase; purified LmPK, Kinase-Glo ATP luminescence, 1 h; Potency, µM (series often up to 57.5 µM), for inactives: at the highest dose activity change, negative = inhibition, hits mostly inhibitors; 0.37% of 290,000 active; also: potency is read from the fitted curve at half-maximal effect
Target sequence (Q27686 whole entry, looked up): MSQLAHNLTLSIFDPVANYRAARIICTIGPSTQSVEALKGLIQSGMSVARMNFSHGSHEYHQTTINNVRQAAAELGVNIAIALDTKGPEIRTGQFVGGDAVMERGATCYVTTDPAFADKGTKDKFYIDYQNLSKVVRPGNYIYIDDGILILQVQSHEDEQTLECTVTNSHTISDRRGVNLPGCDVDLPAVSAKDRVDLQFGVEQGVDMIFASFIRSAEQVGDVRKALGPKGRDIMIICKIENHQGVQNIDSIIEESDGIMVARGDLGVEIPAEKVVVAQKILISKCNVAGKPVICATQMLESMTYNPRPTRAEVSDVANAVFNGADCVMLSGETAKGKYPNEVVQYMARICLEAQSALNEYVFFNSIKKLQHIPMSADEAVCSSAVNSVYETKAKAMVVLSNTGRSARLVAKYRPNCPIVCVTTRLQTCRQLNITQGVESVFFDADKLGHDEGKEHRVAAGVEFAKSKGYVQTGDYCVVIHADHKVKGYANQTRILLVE
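Purified LmPK (0.1 nM) with 0.5 mM PEP and 0.1 mM ADP in imidazole buffer pH 7.2 with MgCl2/KCl, 1 h at room temperature. ATP formed was read by luciferase luminescence and normalized to no-enzyme and uninhibited controls.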
Tb PYK inh: T. brucei pyruvate kinase inhibition | Q57TT1 | TbPYK enzyme, Kinase-Glo Plus ATP luminescence, 45 min | 0.12% of 410,000 active | Potency, µM (titrated, usually from 76.8 µM), for the others: top-dose activity, negative = inhibition, most hits filed as inhibitors; also: potency is read from the fitted curve at half-maximal effect; nearly all actives have a fitted effect of over 50% in size
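Enzyme and substrate buffer are dispensed first and compound is pin-transferred. ADP at 130 uM final then starts the reaction, which runs 45 min at room temperature. Detection reagent is added for 10 min before luminescence is imaged.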
HCMV antiviral: blocks human cytomegalovirus replication | activity change, negative = inhibition, % at 57.5 µM | HFF cells, HCMV-luciferase reporter, 72 h; stronger effect = lower value | 4.5% of 410,000 active | AID 1259415; in the data active = activity change below about -60%; inconclusive = no clear call, values can overlap the other calls; inactive = above about -39%
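After 16 h attachment at 37C, HFF cells received test compound and HCMV-luciferase (1 PFU/cell); reporter luminescence read 72 h later, data normalized against buffer-only and known inhibitor Salinomycin.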
AmpC no deterg: AmpC beta-lactamase inhibition without detergent | P00811 | AmpC nitrocefin hydrolysis, absorbance 480 nm, 0.0001% Triton | Potency, µM (top dose mostly 57.1 µM), for the others: at the top dose activity change, negative = inhibition, actives largely listed as inhibitors | 0.52% of 330,000 active | AID 485341;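 also: potency is read from the fitted curve at half-maximal effect; plate controls were no compound for no effect and no enzyme for full effect; nearly all actives have a fitted effect of over 20% in size; some results filed as inactive show a strong effect at the top dose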
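20 mM phosphate pH 7.0 + 0.01% (detergent screen) or 0.0001% Triton X-100; 5.3 nM AmpC reagent; cpd preinc 15 min RT; nitrocefin (800 uM stock) to start; A480 q20 s × 4 min; Activity was normalised to no-enzyme and no-compound control wells.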
AMA1 RON2 block: inhibitors of Plasmodium falciparum AMA1-RON2 interaction; AlphaScreen AMA1-biotinylated RON2 peptide binding; 0.2% of 360,000 active; Potency, µM (top dose mostly 58.2 µM), for inactives: at the top dose activity change, negative = inhibition, most hits filed as inhibitors; AID 720542;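 also: potency is read from the fitted curve at half-maximal effect; 0% = vehicle wells and -100% = peptide control; nearly all actives have a fitted effect of over 45% in size; some results filed as inactive show a strong effect at the top dose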
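AMA1 (3D7) with his tag at 25 nM final met compounds first, then biotinylated RON2 peptide at 25 nM; detection used donor plus acceptor beads, 10 µg/mL apiece, read by AlphaScreen after 30 min at room temperature.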
Sm TGR block: inhibitors of Schistosoma mansoni thioredoxin glutathione reductase; Q962Y6; purified TGR, DTNB reduction, TNB absorbance 405 nm; Potency, µM (titrated, usually from 114 µM), inactives show at the top dose activity change, negative = inhibition, most hits filed as inhibitors; 3% of 360,000 active; AID 485364; also: potency is read from the fitted curve at half-maximal effect; nearly all actives have a fitted effect of over 60% in size
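Kinetic colorimetric format: TGR-catalysed, NADPH-driven DTNB reduction monitored via TNB absorbance. Enzyme dispensed at 20 nM; compound exposure 15 min at room temperature before reaction start.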
Numbers without * were called inactive; ? = inconclusive; nt = no result given; & = joins results of further samples; [ ] = remark or other dose. Unless noted, calls follow the shape of the dose curve; as a rule, active = well fitted curve in the direction sought with a large enough effect; inconclusive = small, poorly fitted or top-dose-only effect, or another doubt; inactive = no such curve, though single readings can be large; an effect the other way counts as inactive or inconclusive. Unless noted, % is scaled to controls: 0 for no effect and ±100 for the full control effect.

SMILES | AmpC detergent | LmPK inhibitor | Tb PYK inh | HCMV antiviral | AmpC no deterg | AMA1 RON2 block | Sm TGR block
Cc1cccc(OCC(O)Cn2c(=N)n(CCN3CCOCC3)c3ccccc32)c1 (stereo not given) | ? | 2% | -5% | 7 | 103% | 2% | 1%
O=C(COC(=O)c1n[nH]c2ccccc12)NCCc1ccc(Cl)cc1 | 4% | nt | -2% | ? | -22% | -3% | 15%
COc1ccc(Cc2nnc(NC(=O)C3CCCO3)s2)cc1 (stereo not given) | -4% | 1% | 2% | 39 | -1% | -6% | 5%
COc1ccc(CN(C)CC(=O)Nc2c(C)cccc2C)c(OC)c1 | 3% | 3% | 2% | 20 | 31% | -13% | 3%
CCN(C(=O)COC(=O)CCOc1ccc(C(C)(C)C)cc1)c1c(N)n(Cc2ccccc2)c(=O)[nH]c1=O | nt | nt | 0% | -66* | nt | 5% | nt
O=C1CC2(CCN(C(=O)c3ccc([N+](=O)[O-])cc3)CC2)Oc2ccccc21 | 2% | nt | 0% | -12 | -16% | -2% | -2%
Cc1ccc2nc(-c3ccc(NC(=O)CCS(=O)(=O)c4ccccc4)cc3)sc2c1 | -5% | 1% | -2% | -71* | 2% | -14% | 5%
CCOC(=O)c1[nH]c(C)c(C(=O)N2CCOCC2)c1C | -14% | 9% | -10% | 7 | -7% | -1% | -28%
COc1cccc(NC(=O)COC(=O)CNC(=O)C2CCCCC2)c1 | 0% | nt | 2% | -6 | -13% | -1% | -6%
COCCNC(=O)C1(C)CCCN(Cc2sc(C)nc2C)C1 (stereo not given) | nt | nt | 0% | -16 | nt | 9% | nt
C/C(=N\NC(=O)Cc1ccccc1[N+](=O)[O-])c1cccnc1 | 4% | -9% | 0% | 45 | -23% | 78%[activator] | -14%
COc1ccc(Nc2c(-c3ccco3)nc3ccc(C)cn23)cc1 | 7% | -6% | 0% | -17 | -28% | -6% | -19%
COc1cccc(CN2CC(C(=O)NCCC3=CCCCC3)CCC2=O)c1 (stereo not given) | 1% | 8% | 0% | -37 | 81%[activator] | 1% | -1%
COc1ccccc1CNS(=O)(=O)c1cc(-c2cc(C)no2)ccc1C | ? | nt | -11%[15.4 µM] | 0 | nt | nt | 0%
COC(=O)c1ccc(-n2nnnc2SCc2nn[nH]n2)cc1 | -27% | -1% | 0% | -10 | -11% | 10% | 2%
O=C(CCn1c(=O)oc2ccccc21)Nc1ccccc1 | -24% | 3% | -18% | 19 | -26% | -9% | 0%
CCOC(=O)/C(C#N)=C/c1c(N2CCCCCC2)nc2ccccn2c1=O | 7% | 2% | -12% | -37 | 56% | -7% | 11%
Cn1c(NC(=O)c2ccccc2NC(=O)C(C)(C)C)nc2ccccc21 | -14% | 1% | 4% | -25 | ? | 126%[activator] | -1%
Nc1nc(NCc2ccco2)nc(Nc2cccc(F)c2)c1[N+](=O)[O-] | 2% | 4% | -1% | -5 | 8% | -3% | -18%
CCOC(=O)C1(Cc2cccc(OC)c2)CCCN(C(=O)c2cc(CC(C)C)[nH]n2)C1 (stereo not given) | -5% | 0% | -4% | 62 | 92%[activator] | -14% | 2%
COc1ccccc1C(=O)Nc1ccnn1C1CCN(Cc2cn(C)c3ccccc23)CC1 | ? | 1% | -6% | -17 | 141%[activator] | -10% | -24%
Nc1ccc(CC2SC(=O)NC2=O)cc1 (stereo not given) | -1% | 0% | -3% | -8 | -22% | -9% | -15%
Cc1cc(OCCCn2ccnc2)ccc1C(C)C | -1% | -8% | 30% | -13 | -5% | ? | 1%
Cc1ccc(Cc2nc3ccccc3nc2SCC(=O)N2CCC(C)CC2)cc1 | 8% | nt | -13% | 9 | nt | nt | -9%
N#CC1=C(N)Oc2c(ccc3cccnc23)C1c1ccccc1 (stereo not given) | 6% | -3% | -7% | -25 | -4% | 64%[activator] | 40µM*
Cc1cccc(N(Cc2ccccc2)C(=O)c2cc(S(=O)(=O)N3CCOCC3)ccc2F)c1 | ? | nt | -1% | -21 | 72%[activator] | -26% | -1%
CC(C)C(=O)OCc1cc(=O)n2nc(C3CC3)sc2n1 | 21% | nt | -27% | -6 | nt | nt | -1%
C=CCSc1nncn1/N=C/c1ccc(OC)cc1 | ? | -3% | -12% | 230 | 11% | -3% | -16%
Cc1cc(C(F)(F)F)n2nc(-c3cccs3)cc2n1 | -4% | -5% | 4% | 26 | -3% | 10% | 4%
Cc1cc(=O)[nH]c(SCC(=O)NCc2ccc3c(c2)OCO3)n1 | ? | 1% | 3% | -38 | -1% | 10% | 3%
COCCn1c(=N)c(C(=O)NCCc2ccccc2)cc2c(=O)n3cccc(C)c3nc21 | nt | nt | -2% | -69* | nt | 13% | nt
Cc1nnc(SCC(=O)N2N=C(c3ccc(Cl)cc3)CC2c2ccco2)[nH]c1=O (stereo not given) | -9% | 0% | -9% | ? | -41% | 3% | 13µM*
CCOC(=O)Nc1ccc2c(c1)N(C(=O)CN1CCN(C)CC1)c1ccccc1S2 | -5% | 2% | 5% | 4 | 51% | -16% | -20%
C[C@@H]1O[C@@H](OCCC(=O)O)[C@H](O)C[C@H]1O | nt | nt | 5% | -18 | -13% | 8% | nt
Cc1cc(C)nc(NC(=O)c2ccc(C)c([N+](=O)[O-])c2)n1 | -6% | -6% | 1% | -37 | -16% | 9% | 8%
COc1ccc(CCNC(=O)c2ccccc2-c2ccccc2C(=O)O)cc1OC | -7% | -3% | -5% | nt | -4% | 7% | -9%
CC(=O)OC[C@@H]1CN(Cc2ccccc2)C[C@H](n2cnc3c(NC4CCC4)ncnc32)O1 | nt | nt | -5% | -23 | nt | -5% | nt
CCOC(=O)C1CCN(c2c(NCc3ccc(C(=O)NCCC(C)C)cc3)c(=O)c2=O)CC1 | -7% | 1% | 1% | -8 | 21% | -16% | 5%
Cc1ccc(C(=O)N2c3ccccc3CC2C)o1 (stereo not given) | -4% | 6.3µM* | -19% | 58 | -12% | -28% | -22%
O=C1NC(=O)/C(=C\c2ccc(OCc3cccc(C(=O)O)c3)c(Cl)c2)N1 | -3% | -6% | 1% | 83 | -23% | 5% | -4%
CCOC(=O)Cn1cnc(C)c1 | nt | nt | 0% | 29 | nt | 9% | nt
CCc1cccc2c1Sc1ccccc1CC2N1CCNCC1 (stereo not given) | nt | nt | -3% | -98* | nt | -6% | nt
COc1ccccc1Nc1nnc(SCc2nnc(-c3cc(OC)c(OC)c(OC)c3)o2)s1 | -15% | 1% | -20% | -5 | 162%[activator] | 5% | 0%
CCOc1ccc2[nH]c3nc(SCC(=O)NC4CC4)nnc3c2c1 | 5% | -1% | -4% | -39 | -13% | -8% | -3%
Cc1[nH]c(C)c(S(=O)(=O)NCC(C)c2ccccc2)c1C(=O)N1CCCCC1 (stereo not given) | -2% | -10% | 4% | 0 | 19% | 19% | 0%
O=C(CSc1nc2ccccc2s1)NCCCN1CCOCC1 | -9% | 2% | 1% | 10 | -1% | 0% | 2%[11.4 µM]
Cc1cc(C)cc(N2CCCn3c2nc2c3c(=O)[nH]c(=O)n2C)c1 | 0% | 3% | -8% | nt | -2% | 0% | 4%
O=C(NCCC1CC1(Cl)Cl)c1ccc([N+](=O)[O-])cc1 (stereo not given) | -14% | -4% | -3% | 60 | -28% | -9% | -16%
Cc1occc1-c1nnc(SCC(=O)Nc2ccccc2)n1C(C)c1ccccc1 (stereo not given) | ? | 1% | 1% | ? | 7% | -20% | 0%
Cc1ccc(N(Cc2cccs2)C(=O)c2ccccc2Cl)cc1 | 1% | nt | -5% | 0 | nt | nt | 3%
CCCCOC(=O)c1ccc(N=Nc2c(C)c(C#N)c(O)[nH]c2=O)cc1 | 5% | -1% | -1% | ? | -36% | -1% | 0%
Cc1[nH]nc(N=CC2=C(O)CC(C)(C)CC2=O)c1-c1ccccc1 | -2% | 1% | 4%&-2% | 38&31 | 0% | 6%&32% | -19%
CCn1cc(S(=O)(=O)c2ccccc2)c(=O)c2cc(F)c(N3CCN(C)CC3)cc21 | -1% | 5% | 1% | -36 | -7% | -4% | -1%
O=C(Nc1cccnc1)c1cc(Br)c(Br)s1 | -9% | nt | -11% | -2 | -24% | -6% | -6%
O=C(O)CC/C(=N\Nc1ccc([N+](=O)[O-])cc1S(=O)(=O)N1CCOCC1)c1cccs1 | 4% | 5% | -17% | -23 | -21% | 13% | 40µM*
COc1cc(NS(=O)(=O)c2ccc(NC(=O)/C=C/c3ccc([N+](=O)[O-])cc3)cc2)ncn1 | 4% | 1% | -13% | 1 | -21% | -7% | -1%
CCOc1ccc(/C=C(\C#N)c2nc(-c3cc4ccccc4oc3=O)cs2)c(OCC)c1 | -1% | nt | -3% | 3 | nt | nt | -10%
Clc1ccc(N=c2ssnc2Cl)cc1 | -15% | 0% | 25µM* | -27 | -37% | -5% | ?
COc1cccc(C(=O)c2c[nH]c(C(=O)NCCCN(C)C)c2)c1 | 1% | 2% | 7% | 82 | -4% | -5% | nt
O=C(NCCc1nc2ccccc2[nH]1)/C(=C/c1ccc2c(c1)OCO2)NC(=O)c1ccccc1 | -12% | 6% | 12% | 8 | 10µM* | 13% | -11%
COc1cc(NC(=O)C2CCN(S(=O)(=O)c3ccc4c(c3)oc(=O)n4C)CC2)cc(OC)c1 | 14% | nt | 2% | -15 | nt | nt | -1%
O=C(Nc1ccc(Br)cc1)c1cc(S(=O)(=O)Nc2ccccn2)ccc1Cl | -14% | -1% | 0% | -22 | -28% | 5% | 3%

Profiles, looked up by structure:
Cc1[nH]c(C)c(S(=O)(=O)NCC(C)c2ccccc2)c1C(=O)N1CCCCC1 (stereo not given) reads AmpC detergent = -2%; LmPK inhibitor = -10%; Tb PYK inh = 4%; HCMV antiviral = 0; AmpC no deterg = 19%; AMA1 RON2 block = 19%; Sm TGR block = 0%
O=C(NCCC1CC1(Cl)Cl)c1ccc([N+](=O)[O-])cc1 (stereo not given) reads AmpC detergent = -14%; LmPK inhibitor = -4%; Tb PYK inh = -3%; HCMV antiviral = 60; AmpC no deterg = -28%; AMA1 RON2 block = -9%; Sm TGR block = -16%

Shown in markdown: entries from further up
| structure | AmpC detergent | LmPK inhibitor | Tb PYK inh | HCMV antiviral | AmpC no deterg | AMA1 RON2 block | Sm TGR block |
| --- | --- | --- | --- | --- | --- | --- | --- |
| CCc1cccc2c1Sc1ccccc1CC2N1CCNCC1 (stereo not given) | nt | nt | -3% | -98* | nt | -6% | nt |
| CCCCOC(=O)c1ccc(N=Nc2c(C)c(C#N)c(O)[nH]c2=O)cc1 | 5% | -1% | -1% | ? | -36% | -1% | 0% |

Outcome played no part in choosing rows; about 7.4% have a hit in one of these screens.
